Screening results: PubChem BioAssay, several laboratories
phage Ecoli inh = E. coli growth loss with phage present. growth absorbance. inhibition, % at 11.9 µM. hit rate 0.26% among 360,000. AID 651602; in the data active means inhibition above about 11%
AddAB inh = less growth of phage-infected E. coli with AddAB; E. coli expressing H. pylori AddAB, absorbance growth; inhibition, % at 11.9 µM; hit rate 0.29% among 330,000; AID 435030; in the data active means inhibition above about 12%;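 further: 0% = vehicle wells of infected cells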
CAL PDZ FP = human CAL PDZ-peptide interaction inhibition | Q9HD26 | purified CAL PDZ, TMR-peptide fluorescence polarization, 1 h | inhibition, % at 20 µM | hit rate 0.02% among 330,000 | AID 504414;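 active means highest replicate inhibition of at least 40%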;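 further: plate controls were DMSO neutral control wells for no effect and unlabeled competitor peptide control wells for full effect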
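Material: tagged CAL PDZ protein CerCALP, purified; buffer or medium: sodium phosphate/NaCl buffer pH 7.4 with TCEP, IgG, Thesit; also added: fluorescent TMR peptide probe; schedule: 1 h incubation at room temperature before polarization reading; technique: fluorescence polarization from S- and P-plane intensities, G-factor corrected; control set: unlabelled peptide and DMSO controls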
PfHsp90 yeast 2 = growth inhibition of yeast expressing Plasmodium Hsp90. inhibition, % at 9.4 µM. S. cerevisiae expressing PfHsp90, BacTiter-Glo ATP, 48 h; yeast lacking PDR1 and PDR3 efflux regulators. hit rate 0.32% among 310,000. AID 504621;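 active means every replicate shows inhibition above about 80%, whatever the replicate mean, limit read from the data; inconclusive means mean inhibition reaches the set limit but some replicate falls short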;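 further: 0% = DMSO neutral controls and 100% = 20 µM radicicol positive controls; yeast relying on Plasmodium falciparum Hsp90 in place of its own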
Tat transport = inhibitors of E. coli Tat protein transport. inhibition, % at 10 µM. E. coli MC4100 TorA-mCherry Tat export, fluorescence. hit rate 0.036% among 340,000. AID 488895;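 active means mean replicate inhibition at least 50% and at least half of replicates individually reaching 50%; inconclusive means only one of the two criteria met; inactive means neither criterion met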;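 further: exported cargo escapes ClpAP degradation while cytoplasmic cargo is degraded and loses fluorescence; 0% = median of neutral control wells and 100% = median of NaSCN control wells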
DAGLB inhibitor = diacylglycerol lipase beta (human) inhibition; hit rate 0.059% among 340,000; HEK293T DAGLB membrane lysate, EnzChek fluorogenic substrate; inhibition, % at 5.17 µM; AID 504411; in the data active means inhibition above about 34%;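 further: 0% = enzyme with vehicle and 100% = wells lacking enzyme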
Target sequence (Q8NCG7 whole entry, looked up): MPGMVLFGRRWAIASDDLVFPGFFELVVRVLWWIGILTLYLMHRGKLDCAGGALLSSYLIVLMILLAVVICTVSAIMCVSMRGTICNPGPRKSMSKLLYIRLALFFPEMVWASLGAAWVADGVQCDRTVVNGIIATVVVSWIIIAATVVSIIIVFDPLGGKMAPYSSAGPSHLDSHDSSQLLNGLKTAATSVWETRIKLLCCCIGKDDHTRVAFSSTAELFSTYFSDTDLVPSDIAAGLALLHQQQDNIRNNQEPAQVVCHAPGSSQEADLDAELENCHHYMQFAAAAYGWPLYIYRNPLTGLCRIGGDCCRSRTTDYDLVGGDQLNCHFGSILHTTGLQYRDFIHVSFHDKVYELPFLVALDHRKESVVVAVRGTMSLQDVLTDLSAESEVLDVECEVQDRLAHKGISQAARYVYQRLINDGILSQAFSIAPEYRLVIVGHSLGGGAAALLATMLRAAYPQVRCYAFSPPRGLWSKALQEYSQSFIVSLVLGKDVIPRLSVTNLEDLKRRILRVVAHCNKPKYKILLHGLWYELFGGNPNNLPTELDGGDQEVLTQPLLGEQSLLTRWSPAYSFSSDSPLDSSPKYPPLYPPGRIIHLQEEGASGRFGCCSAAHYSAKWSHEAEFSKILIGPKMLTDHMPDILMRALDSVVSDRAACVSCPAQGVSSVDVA
Wnt bcat act = Wnt/beta-catenin pathway activation; Wnt/beta-catenin reporter cell assay, activator, plate reader; activation, % at 9.35 µM; hit rate 1.2% among 300,000; in the data active means activation above about 30%, passing the limit was not always enough; inconclusive means no clear call, values can overlap the other calls;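 further: 0% = neutral control wells and 100% = positive control wells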
Ecoli viability = counter-screen for AddAB inhibitors: E. coli growth inhibition. E. coli V3065 growth, OD600 absorbance, 18 h. inhibition, % at 11.9 µM. hit rate 0.27% among 330,000;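 active means inhibition above the campaign's mean inhibition across all tested compounds plus 3 SD, cut at about 9.9% in these data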;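 further: uninfected addAB+ strain grown without phage in ampicillin broth; 0% = DMSO wells and 100% = ciprofloxacin 0.95 µg/ml wells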
PvdQ inh = P. aeruginosa PvdQ acylase inhibition; purified PvdQ acylase, fluorescence plate reader; inhibition, % at 10 µM; hit rate 0.063% among 340,000; in the data active means inhibition above about 30%, passing the limit was not always enough; inconclusive means no clear call, values can overlap the other calls;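 further: 0% = vehicle neutral wells and 100% = reference inhibitor wells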
Rtt109 Vps75 = C. albicans Rtt109 histone acetyltransferase inhibition | hit rate 0.16% among 330,000 | inhibition, % at 34.9 µM | AID 540336 | Q5AAJ8 | purified Rtt109/Vps75, ThioGlo CoA-SH fluorescence, 4 h;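 active means inhibition of at least 50% in every replicate; inconclusive means best replicate reaches 50% inhibition but some replicates fall short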
Target sequence (Q5AAJ8 whole entry, looked up): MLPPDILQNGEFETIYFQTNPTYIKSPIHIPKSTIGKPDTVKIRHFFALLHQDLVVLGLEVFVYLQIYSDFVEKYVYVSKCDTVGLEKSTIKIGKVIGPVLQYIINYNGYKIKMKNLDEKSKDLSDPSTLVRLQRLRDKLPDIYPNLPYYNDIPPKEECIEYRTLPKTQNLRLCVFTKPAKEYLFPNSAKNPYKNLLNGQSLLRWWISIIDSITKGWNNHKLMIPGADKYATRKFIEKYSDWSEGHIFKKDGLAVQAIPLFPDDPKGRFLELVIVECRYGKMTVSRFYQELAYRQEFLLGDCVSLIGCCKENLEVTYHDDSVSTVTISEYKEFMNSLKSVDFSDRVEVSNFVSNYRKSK
Numbers without * were called inactive; u = inconclusive; x = no result given. Rows are unselected (roughly 1.9% active in at least one column).

entry	structure	phage Ecoli inh	AddAB inh	CAL PDZ FP	PfHsp90 yeast 2	Tat transport	DAGLB inhibitor	Wnt bcat act	Ecoli viability	PvdQ inh	Rtt109 Vps75
1	COc1ccc(Cl)cc1NC(=O)CN(C)Cc1ccc(OC)c(OC)c1	-2.3	-3.0	-1.4	x	-5	-8	2	-0.5	-4	-8
2	Cc1onc(-c2ccccc2Cl)c1C(=O)Nc1nnc(-c2ccc(Br)cc2)s1	2.6	-2.7	-0.8	-13	4	9	0	1.6	-35	2
3	N#CCO/N=C/C(=O)Nc1ccc(F)cc1F	2.5	1.9	-1.8	12	0	3	0	0.8	-5	x
4	Fc1ccc(C2=CC(c3ccco3)n3nnnc3N2)cc1 (stereo unspecified)	0.5	1.7	x	x	x	x	16	-3.1	x	x
5	Cc1cc(NC(=O)c2cccc3ccccc23)cc(C)c1OCC(=O)N1CCOCC1	3.9	2.3	-0.4	12	15	4	x	0.2	3	10
6	Cc1cccc(C)c1OCc1nc2ccccc2c(=O)n1/N=C/c1c[nH]c2ccccc12	4.1	3.1	-0.7	7	16	-4	-1	1.4	-10	-15
7	C=CCNC(=S)NNC(=O)C(CCCC)CC(C)O (stereo unspecified)	1.1	2.9	x	-6	-2	0	-1	0.1	0	0
8	O=C1N=C(c2ccccc2)C(c2ccccc2)N1 (stereo unspecified)	1.4	3.2	-0.1	14	1	1	x	0.0	-16	-35
9	Cc1ccc(CCNC(=O)c2nnn(-c3cccc(C)c3)c2N)cc1	2.5	1.4	x	x	3	-2	3	0.1	-4	-9
10	C=CCOc1cccc(C(=O)N(C)C2CCCN(Cc3ccccc3F)C2)c1 (stereo unspecified)	0.1	0.7	-0.7	-48	-7	-2	11	-0.4	-13	2
11	CCOC(=O)C1CCCN(C(=O)/C=C/c2ccc(Cl)cc2)C1 (stereo unspecified)	2.8	0.3	-1.9	25	5	-3	9	-0.7	-12	-1
12	CC(c1ccc(F)cc1)n1cc(S(=O)(=O)N2CCCC2)ccc1=O (stereo unspecified)	1.2	1.4	0.0	-10	-1	0	-1	-2.6	-8	-6
13	CCOc1ccc(-n2nc3c(Cl)nnc(C)c3c2C)cc1	3.6	0.5	-2.3	10	-7	3	-2	0.0	-6	-6
14	CCOC(=O)N1CCC(N(CCOC)C(=O)Nc2ccc(C)c(C)c2)CC1	3.9	3.7	0.1	-13	3	0	x	-0.4	-6	0
15	O=C(NCc1ccc(Cl)cc1)C1CCN(S(=O)(=O)N2CCOCC2)CC1	1.8	1.7	-2.7	16	0	1	-4	-0.7	-17	1
16	O=C(CSc1nc2ccccc2c2nc3ccccc3n12)NCc1ccco1	2.5	1.0	-2.3	-18	2	0	8	-1.7	-7	-15
17	COc1ccccc1NC(=O)Cn1c(CCC(=O)O)ccc1-c1ccccc1	5.2	-0.2	-0.9	1	-1	2	0	-1.1	1	-4
18	Cc1ccc(C(=O)Nc2cccc([N+](=O)[O-])c2)cc1S(=O)(=O)Nc1cccc(C(=O)O)c1	3.3	-2.9	-0.9	18	-5	2	8	-3.5	2	-1
19	C/C(=N\NC(=O)c1cccnc1)c1ccc(-n2ccnc2)cc1	2.3	-0.7	0.0	1	-2	-1	-1	-0.9	3	10
20	Cc1ccc(CSc2ccc3nnc(-c4cccnc4)n3n2)cc1	2.3	0.7	-2.1	4	12	-1	x	1.0	-6	-1
21	COP(=O)(OC)C(Nc1ccc([N+](=O)[O-])cc1)c1ccccc1 (stereo unspecified)	-2.9	0.6	0.5	1	0	-5	1	-1.9	3	42
22	COc1cc(S(=O)(=O)Nc2ccc(Br)cc2)ccc1N	3.2	-1.5	-1.4	11	1	3	3	-1.5	-11	-3
23	CC(C)CC(=O)Nc1c2c(nn1-c1ccc(F)cc1)CSC2	0.4	0.5	-0.7	11	-18	1	-2	2.1	2	0
24	CC(Oc1ccccc1)C(=O)NNC(=O)c1ccccn1 (stereo unspecified)	-2.1	-3.5	0.0	-6	-8	-5	-6	-9.4	-1	6
25	COc1ccc(C(=O)CSc2nnc(C(CO)NC(=O)c3ccc(OC)cc3)n2C)cc1 (stereo unspecified)	2.6	1.4	-1.9	-2	8	-1	0	3.2	-14	1
26	O=c1cnnc(Nc2ccc(Cl)c(C(F)(F)F)c2)[nH]1	4.9	3.0	-1.3	2	-5	2	-2	-0.1	-3	-1
27	CCOC(=O)c1cnc2c(C)cccc2c1NCc1ccco1	3.5	-0.4	-2.5	12	-5	-8	x	0.2	14	-4
28	Cc1cccc(NC(=O)c2ccc(OCc3c(C)noc3C)cc2)c1	1.8	1.9	-1.9	-2	-6	-2	10	0.2	-6	-17
29	O=C(CCN1C(=O)S/C(=C/c2ccccc2)C1=O)Nc1ccc(C(=O)O)c(O)c1	0.5	-0.9	-3.2	2	-11	4	1	-3.6	-2	2
30	COC(=O)c1ccc(NC(=O)CN2CCOCC2)cc1	2.8	0.3	0.6	1	-2	-5	x	-2.2	3	-1
31	O=C(Cn1c(=O)oc2ccccc21)NC(=O)NCc1ccco1	1.9	1.2	-1.4	x	2	-1	x	2.2	-2	-5
32	CC(NC(=O)c1ccc([N+](=O)[O-])o1)C12CC3CC(CC(C3)C1)C2 (stereo unspecified)	-2.7	2.4	-4.9	-22	u	-2	7	-0.4	-15	9
33	CN(C)C(CNC(=O)Cc1ccc([N+](=O)[O-])cc1)c1ccccc1 (stereo unspecified)	3.5	-2.3	-0.9	-2	-3	2	0	0.2	-6	-2
34	COC(C/C=C/[C@H](O)[C@@H](C)OCc1ccccc1)OC	0.9	-2.1	-0.1	-2	-4	-2	2	0.1	-13	3
35	CCOC(=O)C1CCN(C(=O)CS(=O)Cc2nc(-c3ccc(C)cc3)oc2C)CC1 (stereo unspecified)	2.0	-0.8	-1.3	-11	-8	1	-2	-2.7	10	-4
36	CSc1nnc(CNC(=O)c2ccccc2)n1-c1ccc(F)cc1	0.5	-1.7	0.7	-5	3	5	-1	-0.7	-11	-4
37	CCOC(=O)c1n[nH]n2c1nc(=S)c1ccccc12	1.2	x	-0.6	1	3	2	2	x	-6	0
38	CCOc1ccccc1NC(=O)CN1C(=O)C(C)SC(C)C1=O (stereo unspecified)	-0.5	-0.9	-0.8	x	1	-2	39*	-0.3	-1	2
39	COC(=O)c1sccc1NC(=O)Nc1ccc(OC)cc1	2.8	x	-1.5	65	2	-3	7	x	-8	-1
40	COc1cccc(CN(C)C(=O)c2ccc(N3CCCC3)c([N+](=O)[O-])c2)c1	-1.2	-0.4	-0.6	-6	-3	2	0	-1.1	-3	15
41	Cc1cccc(NC(=O)C2C3CCC4C(CCC32)C4(Cl)Cl)c1 (stereo unspecified)	5.3	1.6	-0.5	-9	15	-11	-3	0.5	-14	1
42	COc1ccc(-c2nnc3sc(CCN4C(=O)c5ccccc5C4=O)nn23)cc1	1.9	0.4	-2.1	-23	2	2	x	-0.1	-7	-8
43	O=C(CSc1ncn[nH]1)CSc1ncn[nH]1	-1.4	1.8	-1.0	1	0	2	-1	1.5	-5	-1
44	CS(=O)(=O)c1ccc2nc(NC(=O)c3ccc(NS(=O)(=O)c4cccc([N+](=O)[O-])c4)cc3)sc2c1	2.0	0.3	-1.2	-4	12	12	0	-0.8	-6	-5
45	O=C(CCc1nc(-c2ccccc2)no1)N1CCCC1	1.8	2.9	-1.7	5	0	3	-2	-0.8	-9	-5
46	CCOC(=O)c1sc2ncnc(N3CCN(c4ccc(OC)cc4)CC3)c2c1C	-0.1	0.2	-2.2	-19	8	-2	x	1.1	10	2
47	COc1ccc(-n2c(SCC3OCCO3)nc3c(sc(=S)n3-c3ccccc3)c2=O)cc1OC	-0.2	3.0	-3.2	1	6	-1	-1	-3.1	0	-7
48	O=C(NCCc1ccccc1)C1c2ccccc2C(=O)N1Cc1cccs1 (stereo unspecified)	1.9	-0.1	0.4	11	3	1	-1	-0.9	3	-5
49	COc1ccccc1/C=C/C(=O)NCCc1ccccn1	3.3	1.9	-4.1	2	0	-1	26	1.3	-12	8
50	CCCC(=O)Nc1cc(S(=O)(=O)N(CC)CC)ccc1Cl	0.6	2.7	-2.2	8	0	0	6	-0.3	-8	-8
51	N#Cc1ccccc1OCC(=O)OCC(=O)NCc1ccc2c(c1)OCO2	1.4	-0.1	-2.6	7	-8	0	-3	-0.9	4	5
52	Cc1ccc(S(=O)(=O)N(C)C)cc1-n1c(SCC(=O)N(C)C)nc2ccccc2c1=O	1.0	0.0	-1.1	3	-4	-3	2	-0.8	1	4
53	Cc1ccc(Cl)cc1NC(=O)Nn1cnnc1	1.0	-0.3	-0.8	9	1	1	1	-0.2	-10	-2
54	CC(C)(C)Nc1nc(Nc2ccc([N+](=O)[O-])cc2)nc(NC(C)(C)C)n1	0.7	0.0	-0.6	-32	-1	0	-3	-1.8	-11	-1
55	CCC(=O)Nc1ccc2nc(C3CC3)n(Cc3ccccc3)c(=O)c2c1	2.9	0.9	-1.7	2	7	-1	x	0.1	-4	0
56	O=C(c1ccc(-c2ccccc2)cc1)C1CCCN(Cc2ccncc2)C1 (stereo unspecified)	3.2	-0.6	-1.0	-12	4	-2	-9	-2.4	-5	7
57	COc1ccccc1N1CCN(C(=O)c2sc3ncnc(N4CCN(c5ccccn5)CC4)c3c2C)CC1	x	2.4	-0.6	15	9	3	x	-0.2	-1	4

Single records, as listed above. Screens in order: phage Ecoli inh	AddAB inh	CAL PDZ FP	PfHsp90 yeast 2	Tat transport	DAGLB inhibitor	Wnt bcat act	Ecoli viability	PvdQ inh	Rtt109 Vps75
N#Cc1ccccc1OCC(=O)OCC(=O)NCc1ccc2c(c1)OCO2 is entered as 1.4	-0.1	-2.6	7	-8	0	-3	-0.9	4	5
O=C(c1ccc(-c2ccccc2)cc1)C1CCCN(Cc2ccncc2)C1 (stereo unspecified) is entered as 3.2	-0.6	-1.0	-12	4	-2	-9	-2.4	-5	7
Cc1ccc(S(=O)(=O)N(C)C)cc1-n1c(SCC(=O)N(C)C)nc2ccccc2c1=O is entered as 1.0	0.0	-1.1	3	-4	-3	2	-0.8	1	4
CCC(=O)Nc1ccc2nc(C3CC3)n(Cc3ccccc3)c(=O)c2c1 is entered as 2.9	0.9	-1.7	2	7	-1	x	0.1	-4	0
CCCC(=O)Nc1cc(S(=O)(=O)N(CC)CC)ccc1Cl is entered as 0.6	2.7	-2.2	8	0	0	6	-0.3	-8	-8

From entry 50 as far as 51, copied from above:
entry	structure	phage Ecoli inh	AddAB inh	CAL PDZ FP	PfHsp90 yeast 2	Tat transport	DAGLB inhibitor	Wnt bcat act	Ecoli viability	PvdQ inh	Rtt109 Vps75
50	CCCC(=O)Nc1cc(S(=O)(=O)N(CC)CC)ccc1Cl	0.6	2.7	-2.2	8	0	0	6	-0.3	-8	-8
51	N#Cc1ccccc1OCC(=O)OCC(=O)NCc1ccc2c(c1)OCO2	1.4	-0.1	-2.6	7	-8	0	-3	-0.9	4	5
